# Screening data as filed in PubChem.
# Apaf1 inhib: human Apaf-1 inhibition. 0.71% of 330,000 active. O14727. reconstituted apoptosome caspase-3 activity, DEVD-Rh110 fluorescence. inhibition, % at 20 µM; active = inhibition of at least 40% at 20 µM;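 also: plate controls were DMSO wells for no effect and DEVD-CHO caspase inhibitor wells for full effect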
#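 System: reconstituted apoptosome with Apaf-1, cytochrome c, caspase-9, procaspase-3, dATP; Signal: Rh110 fluorescence intensity; Schedule: 30 min compound preincubation, 50 min activation, room temperature; Reagent: cytochrome c trigger plus (Z-DEVD)2-Rh110 caspase-3 substrate.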
# hIAP block: blocks human intestinal alkaline phosphatase | P09923 | purified IAP, CDP-Star luminescence, 30 min | inhibition, % at 10 µM | 0.12% of 330,000 active;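 active = inhibition reaching a set limit with compound at 10 µM in the primary screen, cut at about 35% in these data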;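 also: plate controls were DMSO wells with enzyme for no effect and no-enzyme buffer wells for full effect; values of inactives mirror those of a sister screen read the other way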
# Target sequence (P09923 whole entry, looked up): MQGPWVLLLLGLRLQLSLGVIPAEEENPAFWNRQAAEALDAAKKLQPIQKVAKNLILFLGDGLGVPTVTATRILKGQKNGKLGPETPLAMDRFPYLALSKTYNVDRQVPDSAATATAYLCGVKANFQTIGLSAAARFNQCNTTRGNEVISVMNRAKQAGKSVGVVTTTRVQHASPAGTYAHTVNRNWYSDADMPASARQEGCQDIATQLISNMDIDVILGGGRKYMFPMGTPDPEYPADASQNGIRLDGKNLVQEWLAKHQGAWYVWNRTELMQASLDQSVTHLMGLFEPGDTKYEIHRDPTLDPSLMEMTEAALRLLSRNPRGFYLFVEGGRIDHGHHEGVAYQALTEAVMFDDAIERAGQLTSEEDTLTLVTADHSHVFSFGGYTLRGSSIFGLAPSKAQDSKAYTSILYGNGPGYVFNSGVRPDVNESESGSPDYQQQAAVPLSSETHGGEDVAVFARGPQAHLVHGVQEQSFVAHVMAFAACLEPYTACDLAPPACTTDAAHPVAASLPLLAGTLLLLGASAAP
# ATG4B inh: ATG4B (human) cysteine protease inhibition | ATG4B cleavage of LC3-PLA2, NBD-HPC fluorescence, 1 h | inhibition, % at 8.33 µM | 0.51% of 340,000 active; in the data active = inhibition above about 40%
# Target sequence (Q9Y4P1 whole entry, looked up): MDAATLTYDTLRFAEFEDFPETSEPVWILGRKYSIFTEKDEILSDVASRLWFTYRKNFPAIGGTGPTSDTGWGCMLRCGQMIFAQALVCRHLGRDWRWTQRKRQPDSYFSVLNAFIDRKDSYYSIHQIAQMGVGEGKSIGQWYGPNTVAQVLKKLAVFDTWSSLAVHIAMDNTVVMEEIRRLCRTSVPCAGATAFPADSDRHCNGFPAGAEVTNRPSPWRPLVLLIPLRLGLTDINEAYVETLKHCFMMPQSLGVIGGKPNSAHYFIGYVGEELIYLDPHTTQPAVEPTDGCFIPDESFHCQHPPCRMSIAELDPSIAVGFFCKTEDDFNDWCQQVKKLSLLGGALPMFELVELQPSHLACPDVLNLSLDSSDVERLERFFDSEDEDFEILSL
# NLRP3 yeast inh: inhibitors of NALP3 inflammasome in yeast; Yeast reconstituted NLRP3/ASC/caspase-1, beta-gal luminescence, 24 h; 0.39% of 330,000 active; inhibition, % at 10 µM; AID 2825;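 active = inhibition of 50% or more; inactive = inhibition below 50%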;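 also: plate controls were induced DMSO wells for no effect and uninduced yeast grown without galactose for full effect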
# tim10-1 inh: inhibits growth of tim10-1 mutant yeast; S. cerevisiae tim10-1 ts strain growth, BacTiter-Glo, 24 h; inhibition, % at 20 µM; 2.2% of 330,000 active; AID 463190;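 active = inhibition of at least 40%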;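 also: mutant grown at 25 °C; 0% = DMSO wells with yeast and 100% = wells holding no yeast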
# mIAP block: mouse IAP inhibition | AID 2806 | inhibition, % at 10 µM | 0.2% of 330,000 active | purified mouse IAP, CDP-Star luminescence, 30 min;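 active = inhibition of at least 40% at 10 µM in the primary screen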;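 also: plate controls were DMSO with enzyme for no effect and no enzyme wells for full effect; values of inactives mirror those of a sister screen read the other way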
# mIAP activ: mouse IAP activation | muIAP, CDP-Star luminescence, 30 min; stronger effect = higher value; 1 = vehicle-only enzyme signal, 0 = enzyme-free wells | activation factor at 10 µM | 0.24% of 330,000 active | AID 2805;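 active = activation factor of at least 2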; also: the source names both 10 and 20 µM as test concentration; values of inactives mirror those of a sister screen read the other way
#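 System: mouse IAP enzyme. Reagent: CDP-Star chemiluminescent phosphatase substrate. Benchmarks: DMSO wells, no-enzyme wells. Times: 30 min enzyme-substrate-compound incubation at room temperature. Detection: luminescence from enzymatic CDP-Star hydrolysis. Doses: test compounds delivered from DMSO solution.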
# TIM10 inh: TIM10 yeast growth inhibition; inhibition, % at 10 µM; 1.4% of 330,000 active; S. cerevisiae TIM10 strain growth, BacTiter-Glo luminescence, 24 h;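 active = inhibition of 40% or more at the single tested concentration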;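 also: wild-type TIM10 isogenic control strain grown at permissive 25 °C; 0% = DMSO yeast wells and 100% = minimal medium wells without yeast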
# hIAP activ: human IAP activation; purified human IAP, CDP-Star luminescence, 30 min; stronger effect = higher value; 1 = vehicle-only enzyme, 0 = enzyme-free background; activation factor at 10 µM; 0.16% of 330,000 active; AID 2524; P09923;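 active = activation factor of the enzyme at least 2-fold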; also: the source names both 10 and 20 µM as test concentration; values of inactives mirror those of a sister screen read the other way
# * hit, by the source's call; x = not tested or not shown. Random draw from the library. About 4.5% of those tested had a hit in this group.
SMILES,Apaf1 inhib,hIAP block,ATG4B inh,NLRP3 yeast inh,tim10-1 inh,mIAP block,mIAP activ,TIM10 inh,hIAP activ
Cc1ccc(NC(=O)C2CCCN(S(=O)(=O)c3cccnc3)C2)cc1C (centres undefined),-4,-2,3,4,-1,-10,1.1,1,1
O=C(NCC(=O)N(c1cccc(F)c1)C(C(=O)NC1CCCC1)c1ccncc1)c1cccs1 (centres undefined),3,11,1,11,-2,-2,1,8,0.89
CCOc1ccc(-c2csc3ncn(-c4ccc(OC)cc4)c(=O)c23)cc1,11,12,0,20,28,2,0.98,17,0.88
Cc1cccc(OCc2nc(-c3cccnc3)no2)c1,-2,-17,-4,27,21,12,0.88,15,1.2
Cc1ccc(C)c(N2CCN(C(=O)c3ccc4nc(N5CCOCC5)sc4c3)CC2)c1,18,-31,2,10,25,-6,1.1,25,1.3
COc1cc2cc(C(c3nnnn3C3CCCC3)N3CCc4ccccc43)c(=O)[nH]c2cc1OC (centres undefined),-6,17,2,-8,4,6,0.94,6,0.83
CCCCOCCCNC(=O)Cc1cccs1,-12,3,10,23,-4,3,0.97,-1,0.97
O=C(O)CCN1CC2([N+](=O)[O-])C=CC(=O)C([N+](=O)[O-])(C1)C2CC(=O)c1ccccc1 (centres undefined),3,13,0,5,10,19,0.81,8,0.87
C/C(=N\O)C(C)(C)Nc1cccc(F)c1,-8,-10,-3,-3,-16,-1,1,-4,1.1
Cc1n(CC(O)COCc2ccccc2)c2ccccc2[n+]1C (centres undefined),-21,12,6,-7,10,-1,1,5,0.89
COc1ccccc1C(=O)NCCC(=O)NCC1CCCCC1,-2,-13,-12,22,-1,5,0.95,-15,1.1
CCNC(=S)N(Cc1c(C)noc1C)c1ccccc1,-5,-7,-6,-3,10,-6,1.1,-11,1.1
Cc1ccc(/C=C/c2onc(C)c2S(=O)(=O)N2CCC(C(=O)NC(C)(C)C)CC2)cc1,14,5,-9,20,12,9,0.91,11,0.95
COc1cc([N+](=O)[O-])c2nccnc2c1,-1,-13,-4,-3,6,0,1,-7,1.1
Cc1nnc(SCC(=O)Nc2cc(C(C)(C)C)nn2-c2ccccc2)s1,-4,-2,-3,9,10,-6,1.1,6,1
O=C(/C=C(/c1ccc(Cl)cc1)n1cncn1)c1ccccc1,9,7,-10,-2,43*,12,0.88,19,0.93
CCOC(=O)c1c(C)[nH]c(C)c1C(=O)COC(=O)C1CC(=O)N(CCc2ccccc2)C1 (centres undefined),-4,1,-13,-1,15,7,0.93,-2,0.99
Cc1ccc2c(CN3CCOCC3)cc(=O)oc2c1,-12,1,0,21,-10,3,0.97,-2,0.99
CC1CCCC(C)N1C(=O)COC(=O)c1c[nH]c2ccccc12 (centres undefined),3,8,-5,7,14,-16,1.2,16,0.92
C=CCCC(=O)N1CCC(n2nccc2NC(=O)c2ccccc2C)CC1,-7,-4,-3,12,8,5,0.95,1,1
Cc1cc2cc3c(=O)[nH]c(=O)[nH]c3nc2cc1C,3,-9,x,9,1,-4,1,-23,1.1
O=C(NCc1nnc2n1CCCCC2)c1ccc(Cl)cc1Cl,-5,10,-4,8,5,2,0.97,2,0.9
O=S(=O)(NC(=NCc1ccccc1)c1ccccc1)c1ccc(Br)cc1,7,-8,-3,-2,15,-1,1,8,1.1
CCOc1ccc(N2CC(C(=O)NC3CCCC3)CC2=O)cc1 (centres undefined),8,6,-13,14,3,-1,1,12,0.94
COc1cc([N+](=O)[O-])ccc1NC(=O)CSc1ccccn1,-3,1,x,44,14,14,0.86,8,0.99

# A different layout for some results above:
> CCOC(=O)c1c(C)[nH]c(C)c1C(=O)COC(=O)C1CC(=O)N(CCc2ccccc2)C1 (centres undefined)
- Apaf1 inhib: -4
- hIAP block: 1
- ATG4B inh: -13
- NLRP3 yeast inh: -1
- tim10-1 inh: 15
- mIAP block: 7
- mIAP activ: 0.93
- TIM10 inh: -2
- hIAP activ: 0.99

> Cc1ccc2c(CN3CCOCC3)cc(=O)oc2c1
- Apaf1 inhib: -12
- hIAP block: 1
- ATG4B inh: 0
- NLRP3 yeast inh: 21
- tim10-1 inh: -10
- mIAP block: 3
- mIAP activ: 0.97
- TIM10 inh: -2
- hIAP activ: 0.99

> CC1CCCC(C)N1C(=O)COC(=O)c1c[nH]c2ccccc12 (centres undefined)
- Apaf1 inhib: 3
- hIAP block: 8
- ATG4B inh: -5
- NLRP3 yeast inh: 7
- tim10-1 inh: 14
- mIAP block: -16
- mIAP activ: 1.2
- TIM10 inh: 16
- hIAP activ: 0.92

> C=CCCC(=O)N1CCC(n2nccc2NC(=O)c2ccccc2C)CC1
- Apaf1 inhib: -7
- hIAP block: -4
- ATG4B inh: -3
- NLRP3 yeast inh: 12
- tim10-1 inh: 8
- mIAP block: 5
- mIAP activ: 0.95
- TIM10 inh: 1
- hIAP activ: 1

# The list goes on:
SMILES,Apaf1 inhib,hIAP block,ATG4B inh,NLRP3 yeast inh,tim10-1 inh,mIAP block,mIAP activ,TIM10 inh,hIAP activ
Fc1ccc(N2CCN(Cc3cnc(Cl)s3)CC2)cc1,-6,-17,4,-24,-8,1,0.99,0,1.2
CC(C)(C)c1ccccc1N=Cc1ccc2ccccc2n1,12,10,54*,-24,0,-1,1,-6,0.9
O=C(COC(=O)/C=C/c1cccc(Br)c1)NCc1cccs1,11,2,-2,-23,2,2,0.98,6,0.98
CN(C)CCN1C(=O)c2ccccc2C1=O,-1,16,1,13,-4,4,0.96,11,0.84
Cc1ccc(C)c(NC(=O)C(CC(=O)O)C2CCCO2)c1 (centres undefined),-9,14,4,22,-11,-5,1,8,0.85
O=C(NS(=O)(=O)Oc1cccc(Cl)c1Cl)OC[C@@H]1CCCN2CCCCC12 (some centres undefined),0,-14,-1,20,-6,-2,1,10,1.1
Cc1ccsc1C(=CCCN1CCC[C@@H](C(=O)O)C1)c1sccc1C,-2,3,-2,14,12,-5,1.1,4,0.97
Cc1ccccc1-c1nc2sc3c(c2c(=O)o1)CCC3,17,13,7,6,25,5,0.95,22,0.87
NC(=O)c1ccsc1NC(=O)c1ccc(S(=O)(=O)N2CCCC2)cc1,12,-8,-9,11,11,11,0.89,6,1.1
C[C@H](CO)N1C[C@H](C)[C@@H](CN(C)C(=O)NC2CCCCC2)Oc2c(NS(=O)(=O)c3cn(C)cn3)cccc2C1=O,1,10,1,4,7,-2,1,4,0.9
CC1C(c2ccccc2)N(C)C(c2ccccc2)CC1(O)c1ccccc1 (centres undefined),18,-2,-1,-8,38,0,1,30,1
Cn1c(=O)oc2cc(S(=O)(=O)N3CCC(C(=O)Nc4ccc(OC(F)(F)F)cc4)CC3)ccc21,1,-2,1,-6,11,-40,1.4,9,1
O=C(Nc1cc(Cl)ccc1N1CCOCC1)c1ccco1,5,4,-7,11,31,2,0.98,9,0.96
COc1ccc(CNC(=O)c2cc(C3CC3)nc3c2cnn3C(C)C)cc1,15,-10,-9,36,0,5,0.95,2,1.1
CCCCNC(=O)c1sc(=S)n(-c2ccccc2OC)c1N,3,-15,-10,-6,20,5,0.95,7,1.1
CCOC(=O)NC(=O)COC(=O)CNC(=O)c1cccc(OC)c1,-14,-10,-4,-9,8,-6,1.1,-2,1.1
NC(=O)c1ccc(NC(=O)COC(=O)c2ccc([N+](=O)[O-])cc2)cc1,2,-14,4,-14,14,-9,1.1,-10,1.1
c1nc(COc2nsnc2N2CCOCC2)cs1,-7,8,-9,-2,12,1,0.99,-2,0.93
CCNc1ccc(C(=O)OCC(=O)Nc2cc(C)on2)cc1[N+](=O)[O-],-12,6,1,12,3,1,0.99,-1,0.94
O=C(c1cc2c(=O)oc3ccccc3c2s1)N1CCOCC1,-3,-12,-3,-2,22,-3,1,2,1.1
CN(Cc1ccccc1)C(=O)CSc1cc(=O)n(C)c2ccccc12,-4,13,-12,5,19,2,0.98,1,0.87
Cc1noc(C)c1C(=O)OCC(=O)/C=C1\N(C)c2ccccc2C1(C)C,-5,8,-8,8,24,11,0.89,6,0.92
COc1ccc(OC(=O)COc2cccc(C)c2)cc1,-4,-4,3,21,-5,1,0.99,-1,1
COc1cc(OC)c(C(=O)OC(C)C(=O)Nc2cc(C(F)(F)F)ccc2Cl)cc1OC (centres undefined),-8,-20,-10,19,14,9,0.91,14,1.2
O=C(COc1ccc(S(=O)(=O)NCc2ccccc2)cc1Cl)NCc1ccncc1,7,0,-3,9,-17,-1,1,9,1
# New compounds follow.
SMILES,Apaf1 inhib,hIAP block,ATG4B inh,NLRP3 yeast inh,tim10-1 inh,mIAP block,mIAP activ,TIM10 inh,hIAP activ
COc1ccc(C(=O)NCc2cccnc2)cc1OC,-18,16,-5,4,0,3,0.97,-10,0.84
CC(=O)c1cccc(NC(=O)COC(=O)Cc2ccc(Cl)cc2)c1,6,8,-6,16,-2,1,0.99,-10,0.92
CCCCn1nnnc1NCc1ccc(N2CCCC2)cc1,5,21,-3,24,20,1,0.99,6,0.79
CC1CCCN(C(=S)NCc2ccccc2)C1 (centres undefined),-2,-5,-3,10,18,-18,1.2,-9,1
COc1ccc(OC)c(CNC(=O)CCN2C(=O)COc3ccccc32)c1,-7,5,3,6,11,3,0.97,12,0.95
CCSc1nnc(-c2ccc(Cl)cc2Cl)o1,-6,-1,-1,25,-2,3,0.97,14,1
O=C(c1ccsc1)N1CCCC(N2CCN(c3cccc(Cl)c3)CC2)C1 (centres undefined),6,-37,3,17,12,-3,1,-6,1.4
Cc1ccc(CN2CC(C(=O)N3CCN(S(=O)(=O)c4cccc(F)c4)CC3)CC2=O)cc1 (centres undefined),8,-14,-1,7,-2,-3,1,-3,1.1
COc1ccccc1NC(=O)c1sc2ncn(Cc3cccc(C)c3)c(=O)c2c1C,-8,-9,-21,7,-18,8,0.92,-17,1.1
COC(=O)c1[nH]c2ccccc2c1NC(=O)CN1CC(C)OC(C)C1 (centres undefined),0,13,-1,19,0,7,0.93,-2,0.87

# Entries of single compounds from above.
# Entry for O=C(NCC(=O)N(c1cccc(F)c1)C(C(=O)NC1CCCC1)c1ccncc1)c1cccs1 (centres undefined) = Apaf1 inhib = 3; hIAP block = 11; ATG4B inh = 1; NLRP3 yeast inh = 11; tim10-1 inh = -2; mIAP block = -2; mIAP activ = 1; TIM10 inh = 8; hIAP activ = 0.89
# Entry for CCCCOCCCNC(=O)Cc1cccs1 = Apaf1 inhib = -12; hIAP block = 3; ATG4B inh = 10; NLRP3 yeast inh = 23; tim10-1 inh = -4; mIAP block = 3; mIAP activ = 0.97; TIM10 inh = -1; hIAP activ = 0.97

# Among those listed so far, 3 contain a COOH group:
SMILES,Apaf1 inhib,hIAP block,ATG4B inh,NLRP3 yeast inh,tim10-1 inh,mIAP block,mIAP activ,TIM10 inh,hIAP activ
O=C(O)CCN1CC2([N+](=O)[O-])C=CC(=O)C([N+](=O)[O-])(C1)C2CC(=O)c1ccccc1 (centres undefined),3,13,0,5,10,19,0.81,8,0.87
Cc1ccc(C)c(NC(=O)C(CC(=O)O)C2CCCO2)c1 (centres undefined),-9,14,4,22,-11,-5,1,8,0.85
Cc1ccsc1C(=CCCN1CCC[C@@H](C(=O)O)C1)c1sccc1C,-2,3,-2,14,12,-5,1.1,4,0.97
